# From PubChem BioAssay
# M4 ag – agonists of human muscarinic M4 receptor (CHRM4); P08173; CHO-K1 hM4/Gqi5, Fluo-8 calcium fluorescence; vehicle 0%, full acetylcholine response 100%; activation, % at 3 µM; 0.14% of 360,000 active;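 active = activation above the run mean over all test wells plus 3 SD, cut at about 32% in these data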;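 note: peak over basal fluorescence ratio per well then scaled between controls; 0% = DMSO wells and 100% = acetylcholine at EC100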
# M5 antag – antagonists of human muscarinic M5 receptor (CHRM5); 0.59% of 360,000 active; inhibition, % at 3 µM; AID 624040; CHO-hM5 cells, Fluo-8 calcium fluorescence, ACh EC80; P08912;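 active = inhibition above a per-plate cutoff, the mean of that plate's test compounds plus 3 SD, cut at about 27% in these data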;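 note: 0% = acetylcholine EC80 with DMSO and 100% = DMSO without agonist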
# CHRM1 PAM – human CHRM1 positive allosteric modulation; P11229; CHO-K1 hM1, Fluo-8 calcium fluorescence, ACh EC20; 0% = ACh EC20, 100% = maximal ACh; activation, % at 3 µM; 0.088% of 360,000 active; AID 588819; in the data active = activation above about 19%, passing the limit was not always enough
# Target sequence (P11229 whole entry, looked up): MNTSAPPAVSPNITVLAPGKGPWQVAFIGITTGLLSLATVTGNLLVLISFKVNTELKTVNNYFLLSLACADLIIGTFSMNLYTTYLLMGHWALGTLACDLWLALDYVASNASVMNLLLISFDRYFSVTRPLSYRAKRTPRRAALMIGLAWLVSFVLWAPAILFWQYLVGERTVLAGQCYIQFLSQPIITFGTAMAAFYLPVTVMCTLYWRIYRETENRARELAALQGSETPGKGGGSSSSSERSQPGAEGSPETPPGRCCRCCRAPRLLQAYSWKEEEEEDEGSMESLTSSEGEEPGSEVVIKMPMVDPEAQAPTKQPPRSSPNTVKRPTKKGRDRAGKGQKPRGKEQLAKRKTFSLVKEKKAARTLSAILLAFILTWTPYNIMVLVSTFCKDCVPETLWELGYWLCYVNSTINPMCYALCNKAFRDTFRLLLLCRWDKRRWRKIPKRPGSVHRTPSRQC
# M4 antag – antagonists of human muscarinic M4 receptor (CHRM4) | CHO-hM4 cells, ACh EC80, Fluo-8 calcium fluorescence | inhibition, % at 3 µM | 0.73% of 360,000 active;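 active = inhibition above its plate's cutoff, the mean inhibition of sample wells plus 3 SD, cut at about 27% in these data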;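 note: 0% = acetylcholine EC80 with DMSO and 100% = DMSO without agonist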
# CHRM5 PAM – potentiates acetylcholine response at human M5 receptor; P08912; CHO-K1 hM5, Fluo-8 calcium, ACh EC20 PAM; 0% = ACh EC20, 100% = ACh EC100; activation, % at 3 µM; 0.3% of 360,000 active;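 active = activation above the run cutoff, the mean activation of all test compounds plus 3 SD, cut at about 18% in these data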
#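 Assay system: CHO-K1 hM5 cells. Also added: acetylcholine at EC20 concentration, added after compound. Dosing: 3 µM, single dose. Times: compound preincubation 140 s before EC20 acetylcholine addition. Signal: Fluo-8 calcium fluorescence. Measure: % activation relative to EC20 and EC100 ACh responses. Repeats: singlicate, one well per test compound.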
# TAAR1 agonist – agonists of human TAAR1. CHO RD-HGA16 TAAR1, Fluo-8 calcium fluorescence; vehicle wells 0%, saturating PEA agonist 100%. Q96RJ0. AID 624467. 0.99% of 360,000 active. activation, % at 3 µM;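 active = activation above the mean activation of all test compounds in the run plus 3 SD, cut at about 38% in these data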
# Target sequence (Q96RJ0 whole entry, looked up): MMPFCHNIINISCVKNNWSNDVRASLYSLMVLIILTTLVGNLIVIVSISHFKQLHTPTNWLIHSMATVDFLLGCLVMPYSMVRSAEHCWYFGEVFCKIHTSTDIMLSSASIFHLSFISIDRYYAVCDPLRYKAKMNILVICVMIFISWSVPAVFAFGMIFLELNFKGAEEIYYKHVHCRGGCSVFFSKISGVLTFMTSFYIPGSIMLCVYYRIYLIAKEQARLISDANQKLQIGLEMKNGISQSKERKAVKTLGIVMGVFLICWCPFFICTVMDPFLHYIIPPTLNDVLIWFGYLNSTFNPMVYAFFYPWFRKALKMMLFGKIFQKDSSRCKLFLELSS
#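 Signal – calcium-sensitive Fluo-8 signal, excitation 470-495, emission 515-575 nm · System – RD-HGA16 (CHO) cells co-expressing Gα16 and hTAAR1 · Incubation – 17-24 h seeding, 75 min 37 °C dye, 30 min RT · Compound dosing – 3 µM single concentration · Repeats – no replicates (n 1)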
# CHRM1 agonist – activates human CHRM1 receptor; CHO-K1 hM1, Fluo-8 calcium fluorescence, agonist mode; 0% DMSO, 100% acetylcholine EC100; activation, % at 3 µM; 0.33% of 360,000 active;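 active = activation above the run's mean compound activation plus 3 SD, cut at about 16% in these data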;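 note: peak over basal fluorescence ratio within a 140 s kinetic read after compound addition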
# CHRM5 agonist – CHRM5 agonism in calcium assay; 0.19% of 360,000 active; P08912; CHO-K1 hM5 cells, Fluo-8 calcium fluorescence; 0% DMSO wells, 100% maximal acetylcholine response; AID 624037; activation, % at 3 µM;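 active = activation above the run's mean over test compounds plus 3 SD, cut at about 23% in these data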;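 note: signal is peak over basal fluorescence ratio across the kinetic read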
# CHRM1 antagonist – human CHRM1 antagonism; P11229; CHO-K1 hM1, Fluo-8 calcium fluorescence, ACh EC80 antagonist; inhibition, % at 3 µM; 1.3% of 360,000 active;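 active = percent inhibition above its own plate's cutoff, namely the mean of that plate's compound wells plus 3 SD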;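 note: peak over basal fluorescence ratio during 140 s after agonist addition; 0% = ACh EC80 plus DMSO and 100% = DMSO alone without agonist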
# * = called active by the depositor; / = no result given. A portion of the library; the hit share may differ from the screen's.
# The line under a structure holds: CHRM1 agonist	CHRM5 agonist	CHRM5 PAM	M4 antag	CHRM1 antagonist	M5 antag	M4 ag	CHRM1 PAM	TAAR1 agonist
O=C(NCC1COCCO1)c1ccc2nc(Cc3cccc(Cl)c3)oc2c1 (stereo unspecified)
  -1	-4	0	3	13	2	2	-1	1
CCCS(=O)(=O)NC(=O)C1(C)CCN(C(=O)c2ccc(OC)cc2)C1 (stereo unspecified)
  0	2	0	-13	-17	-5	3	14	/
CCc1ccc2[nH]c3nc(C)cc(C)c3c(=O)c2c1
  -6	-1	-4	12	3	2	1	6	-2
COc1ccc([C@H]2CC(=O)C=C(c3ccc(C)cc3)C2)cc1OC
  -3	3	-9	8	1	-2	9	-6	4
Cc1nnc(SC(C)C(=O)Nc2ccc3ccccc3c2)[nH]c1=O (stereo unspecified)
  0	-1	1	-1	-1	4	0	6	15
CCC(C)[C@H](NC(=O)N1CCCCC1)C(=O)OC (stereo partly specified)
  -3	2	3	-5	-10	-3	1	7	0
COc1ccccc1N(CC(=O)Nc1ccc(C)cc1Cl)S(=O)(=O)c1cccs1
  -6	-3	-13	-2	-11	19	0	2	1
Cc1ccnc(Nc2nc3ccccc3s2)n1
  -11	-2	-1	1	-2	0	0	2	5
Nn1cnnc1N/N=C\c1ccc(-c2ccccc2[N+](=O)[O-])o1
  -4	0	-1	12	4	9	2	5	4
Cc1cnc(=O)[nH]c1SCc1cccc([N+](=O)[O-])c1
  -1	0	1	-8	-8	4	1	3	1
COc1cc(C(=O)N2CCN(c3ccccc3F)CC2)ccc1OCC(=O)N1CCOCC1
  -2	-2	2	-8	-10	13	0	5	14
O=C(OCC(=O)C12CC3CC(CC(C3)C1)C2)c1ccc(O)cc1O
  2	6	-6	13	-5	5	1	3	-1
C=C(C)Cn1c(CCCNC(=O)CCC)nc2ccccc21
  -3	-6	3	4	-13	-4	1	9	0
CCCCCCn1c(=O)n2n(c1=O)[C@@H]1CN(S(=O)(=O)c3ccc(C)cc3)C[C@]1(O)[C@@H](OC(=O)NC1CC1)C2
  -5	0	-4	3	21	4	-1	-12	2
O=C(/C=C/c1cccc([N+](=O)[O-])c1)N1CC[C@@]2(O)CCCC[C@H]2C1
  -3	2	-4	7	1	11	1	-2	20
Cc1ccc(C(=O)COC(=O)CNC(=O)c2cccs2)cc1C
  -5	-2	3	-5	-5	6	1	7	8
CCOC(=O)N1CCN(C(=O)C2CCCN(S(C)(=O)=O)C2)CC1 (stereo unspecified)
  0	4	6	-6	-24	-7	1	5	2
Cc1ccc(S(=O)(=O)N(C)C)cc1NC(=O)COC(=O)COc1ccc2c(c1)CCC2
  -3	-1	-5	-28	0	2	12	-2	6
C=CCNC(=S)NNC(=O)c1ccc([N+](=O)[O-])cc1
  -3	-1	4	5	-3	10	0	6	8
O=C(OC1CCN(c2ncc(C(F)(F)F)cc2Cl)CC1)c1ccccc1
  -4	0	0	3	-7	10	0	13	7
CCC(CC)C(=O)Nc1ccc(Cl)c(Cl)c1
  -4	-5	1	-5	0	3	4	-6	15
Cc1cc(C)cc(-n2nnnc2SCC(=O)Nc2nc(-c3ccc(F)cc3)cs2)c1
  -1	1	2	5	5	5	0	-3	9
CCN(C)C1CN(Cc2cn(Cc3ccc(C)cc3)nn2)S(=O)(=O)C1 (stereo unspecified)
  /	1	6	4	/	-5	0	/	2
COCCNC(=O)C(c1ccco1)N(C(=O)Cn1nnc2ccccc21)c1cccc(C)c1C (stereo unspecified)
  -3	-7	7	-2	-10	-2	2	7	5
COc1ccc(C(O)(C2CCCCC2)C(CN2CCOCC2)c2ccccc2)cc1 (stereo unspecified)
  0	1	1	17	13	10	13	-5	36
COc1ccc(S(=O)(=O)N2CCN(CC(=O)N3CCOCC3)CC2)cc1OC
  -1	-1	1	1	-6	-2	0	6	1
C=CCn1c(Cc2cccc3ccccc23)n[nH]c1=S
  -7	-6	3	-7	6	-5	5	-1	0
Cc1ccc(CSCC(=O)Nc2ccccc2F)cc1
  -6	-9	7	-9	-10	1	-1	12	1
COCCN(C(=O)COC(=O)COc1ccc2c(c1)CCC2)c1c(N)n(Cc2ccccc2)c(=O)[nH]c1=O
  -5	-4	6	7	13	0	0	-7	0
Cc1ccc(OCC(=O)NNC(=O)c2ccoc2C)c(Br)c1
  -3	-1	2	9	4	-5	1	-5	0
COc1ccc(CCNC(=O)CCc2ccc(S(=O)(=O)NCC(C)C)cc2)cc1OC
  -3	5	10	-24	-5	5	3	4	4
COc1ccc(CN(CC(=O)NCC2CCCO2)C(=O)CNS(=O)(=O)c2ccccc2)cc1 (stereo unspecified)
  -3	-2	-5	13	6	12	1	0	-1
O=C(c1ccccc1)c1ccc(C(=O)N2CCN(c3ccccc3Cl)CC2)cc1
  -5	-2	1	-14	9	-5	1	-5	-2
O=C(CCNC(=O)c1ccccc1)Nc1cccnc1
  0	2	6	-1	-14	1	1	15	2
Cc1ccc(OCC(=O)Nc2cccc3c2CCCC3)cc1C
  -1	-4	7	-18	-27	-8	0	-2	3
O=C(N/N=C/c1ccccc1F)c1ccc(COc2ccccc2Cl)o1
  0	1	-10	3	-1	16	0	4	0
CCCc1nc(-c2cc3cc(C)ccc3[nH]c2=O)no1
  0	2	25*	22	13	-8	0	-3	3
Cn1c(C(=O)NCCC2=CCCCC2)cc2c(=O)n3ccccc3nc21
  -3	-1	5	4	13	-7	1	-2	29
CCn1c(SCC(=O)N2CCCc3ccccc32)nc2c(c1=O)SC(C)C2 (stereo unspecified)
  -5	2	-6	-22	9	4	11	-5	-1
CCN1CCN(C(=O)CSc2ccc(C)cc2)CC1
  -10	-17	1	1	-18	-8	0	8	1
CC(C)NC(=O)C1(C)CN(S(C)(=O)=O)CC(=O)N1C1CC1 (stereo unspecified)
  /	3	6	0	/	-7	1	/	1
CCN(CC)S(=O)(=O)c1cccc(C(=O)N/N=C/c2ccc(N3CCOCC3)cc2)c1
  -6	0	-5	0	3	12	4	1	3
COc1cc(C(=O)N/N=C/c2coc3ccc(Cl)cc3c2=O)ccc1O
  -2	-3	3	7	3	7	2	0	3
O=C1CC(Cc2ccccc2)C(=O)N1c1ccccn1 (stereo unspecified)
  -3	-1	1	0	-5	4	0	3	3
CN(C)Cc1cc(O)c(CN(C)C)cc1O
  -3	5	-8	10	-1	12	4	1	7
Cc1ccccc1Cc1c(C)nc2c(C(=O)N3CCN(Cc4ccc5c(c4)OCO5)CC3)cnn2c1C
  -6	-5	-6	-11	-8	-8	0	7	12
Cc1cccc(NC(=O)C2CCN(C(=O)[C@@H]3Cc4ccccc4CN3)CC2)c1
  -3	-7	-7	-9	3	13	3	-1	4
C=CCn1c(-c2ccncc2)n[nH]c1=S
  -5	-2	-2	0	2	14	1	1	8
CCc1nc2ccc(C(=O)Nc3cccc(NS(C)(=O)=O)c3)cn2c1N(C)C(=O)c1cccc(OC)c1
  -5	6	-1	4	12	14	1	-7	3
O=C(NC(=S)Nc1ccccn1)c1ccccc1
  -3	-5	-2	2	-1	4	1	3	6

# (continued)
# The line under a structure holds: CHRM1 agonist	CHRM5 agonist	CHRM5 PAM	M4 antag	CHRM1 antagonist	M5 antag	M4 ag	CHRM1 PAM	TAAR1 agonist
COc1cc(/C=N/n2c(-c3cc(C)[nH]n3)n[nH]c2=S)cc(OC)c1O
  -1	0	-2	14	-18	5	0	2	1
CCOC(=O)C1=C(COC(=O)c2ccc([N+](=O)[O-])o2)NC(=O)NC1C (stereo unspecified)
  -1	4	5	11	6	3	3	4	3
CC1(C)CC(=O)C2=C(C1)c1c(ccc3ccccc13)NC2c1ccc(Br)o1 (stereo unspecified)
  -6	-7	1	3	-17	-6	1	5	7
Cc1cc(C(=O)CSc2nnc(N)s2)c(C)n1CCc1ccc(F)cc1
  -3	1	-4	-4	-10	3	6	5	22
O=C(NCc1cccnc1)c1cc(C2CCCCN2C(=O)c2ccc3c(c2)CCO3)on1 (stereo unspecified)
  -5	0	4	-12	-11	-8	2	12	0
Cc1cc(Br)cn2c(Cc3cccc(F)c3)c(-c3ccc(Cl)cc3)nc12
  -6	-2	-1	-8	-28	-1	-1	-1	-1
Cc1ccc(Cl)c2c1=NC(=O)C=2c1[nH]c(=S)[nH]c1O
  1	5	-8	-4	8	10	5	0	24
Cc1ccc(N2CC(C(=O)N3CCc4ccccc4C3)CC2=O)cc1 (stereo unspecified)
  -6	-1	3	-3	7	-12	1	-2	3
